ALOX12 inh = blocks human arachidonate 12S-lipoxygenase; purified 12hLO, xylenol orange hydroperoxide absorbance; Potency, µM (doses to about 108 µM), inactives show top-dose activity change, negative = inhibition, actives largely listed as inhibitors; 1.1% of 580,000 active; active means well fitted inhibition curve with a large enough effect; inconclusive means small, poorly fitted or top-dose-only effect, or another doubt; inactive means no such curve, though single readings can be large or run the other way
Target sequence (P18054 whole entry, looked up): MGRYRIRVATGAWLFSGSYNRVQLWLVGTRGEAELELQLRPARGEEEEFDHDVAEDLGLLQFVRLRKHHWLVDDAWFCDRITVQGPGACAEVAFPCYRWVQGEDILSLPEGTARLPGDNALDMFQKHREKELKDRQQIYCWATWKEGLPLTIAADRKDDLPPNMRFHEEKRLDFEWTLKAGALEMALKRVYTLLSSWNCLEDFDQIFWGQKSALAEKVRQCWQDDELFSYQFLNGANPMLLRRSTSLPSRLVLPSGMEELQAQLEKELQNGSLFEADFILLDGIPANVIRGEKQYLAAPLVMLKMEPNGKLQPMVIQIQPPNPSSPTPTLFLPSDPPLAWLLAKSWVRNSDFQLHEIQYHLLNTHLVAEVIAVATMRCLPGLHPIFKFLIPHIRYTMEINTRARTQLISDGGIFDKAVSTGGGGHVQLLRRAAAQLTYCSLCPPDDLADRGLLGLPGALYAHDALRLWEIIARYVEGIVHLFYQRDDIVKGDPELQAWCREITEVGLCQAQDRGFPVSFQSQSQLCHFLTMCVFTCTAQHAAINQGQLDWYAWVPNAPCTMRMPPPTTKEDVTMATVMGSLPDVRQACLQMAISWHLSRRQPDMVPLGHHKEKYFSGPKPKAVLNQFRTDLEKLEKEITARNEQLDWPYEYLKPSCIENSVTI
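Hydroperoxide product was detected by ferrous iron/xylenol orange as the 573 to 405 nm absorbance ratio. Arachidonic acid at 40 uM (final) was turned over for 30 min at room temperature by 150 nM human 12hLO, pH 7.0 Hepes buffer, after 15 min compound preincubation.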
Starred values were filed as active, the others as inactive; ? = inconclusive; [ ] = dose if it differs, or a comment. On the % scale 0 is the no-effect control and ±100 the full control effect; potency means the concentration at half of the fitted maximal effect. Only part of the results is shown; rates above refer to the full screens.

ALOX12 inh	structure
15%	COc1ccc(S(=O)(=O)N(CC(=O)NCCN2CCOCC2)c2ccc(F)cc2)cc1
10%[176 µM]	CN1CC(=O)N(c2ccccc2F)Cc2c(NCCCO)ncnc21
23%	Cc1c(-c2ccccc2)c(=O)oc2ccc(OS(=O)(=O)c3ccccc3)cc12
-2%	O=C(COc1ncnc2c(Cl)cc(Cl)cc12)Nc1cc(F)ccc1F
?	CCCNC(=O)N[C@@H]1C[C@H](Cn2cc(C3CC3)nn2)[C@@H](O)[C@H]1O
-6%	CC1CCN(C(=O)c2[nH]cnc2C(=O)NCC(C)(C)C)CC1
57%[activator]	CN1CC(=O)N(C2CCC2)Cc2c1ncnc2N1CCC(N2CCCCC2)CC1
?	Cc1ccc([C@H]2C[C@@H](O)[C@H](n3cc(COC(=O)c4ccccc4)nn3)CN2Cc2cccs2)cc1
?	O=C1NC(Cc2ccccc2)c2nc3ccc(Cl)cc3c(=O)n2-c2cc3ccccc3cc21 (stereo not drawn)
?	O=C(Nc1ccc(F)cc1)N1CCOc2ccc(CN3CCc4ccccc4C3)cc2C1
45%[activator]	O=C(O)CCC1CCCN(S(=O)(=O)c2ccccc2F)C1 (stereo not drawn)
?	N#Cc1ccccc1CN1C(=O)NC(c2cccnc2)(C2CCNCC2)C1=O (stereo not drawn)
69%[activator]	COc1cc(CN2C[C@@H]3C(=O)N(CCCN4CCCC4=O)C(=O)[C@@H]3C2)cc(OC)c1
35µM*	CCCCn1c(=O)c(CCc2ccccc2)nc2c1c(=O)[nH]c(=O)n2Cc1ccccc1
-8%	C[C@@H]1CCCCO[C@H](CN(C)C(=O)Nc2ccc(F)cc2)[C@@H](C)CN([C@H](C)CO)C(=O)c2cc(N(C)C)ccc2O1
?	CCN1CCC2(CC1)N=C(SCC(=O)Nc1ccc(F)c(Cl)c1)C(c1ccccc1)=N2
6%	O=C(CN1CCN(C(=O)CCc2ncc(-c3ccc(F)cc3F)o2)CC1)Nc1ccccc1Cl
?	O=c1c2c(nc3nc(NCc4c(Cl)cccc4Cl)[nH]n13)CCC2
-2%	O=C(c1ccc(F)c(F)c1)N1CCC(n2cc(-c3nc(-c4ccccc4)no3)nn2)C1 (stereo not drawn)
?	COc1ccc(-c2nc(C#N)c(NC3CC3)o2)cc1
-18%	COCCn1cc2c3c(cccc31)CN(C(=O)c1cccc(Cl)c1)CC2
-11%	CC(C)c1noc(-c2cn(C3CCN(C(=O)c4cc(F)ccc4F)CC3)nn2)n1
?	C[C@@H]1CN([C@H](C)CO)C(=O)CCCn2nncc2CO[C@@H]1CN(C)S(=O)(=O)c1ccc(Oc2ccccc2)cc1
-27%	COc1ccc(OCCCN2CCC(C(O)(c3ccccc3)c3ccccc3)CC2)cc1
9%	O=C(CN1C(=O)NC2(CCCC2)C1=O)Nc1cnc2ccccc2c1

Next section:
ALOX12 inh	structure
1%	CCn1nc(C)c2c(-c3ccccc3)cc(OC(C)C(=O)Nc3ccc(C(C)=O)cc3)nc21 (stereo not drawn)
?	CCC(C)Nc1ncnc2c1CN(C1CCNCC1)C(=O)CN2C (stereo not drawn)
6%	O=C(CCc1ccccc1)N1CCC2(CC1)CC(N(Cc1ccccc1)C1CC1)CCO2 (stereo not drawn)
-2%	COc1cc(F)ccc1-c1cc(C(=O)Nc2ccc(NC(C)=O)cc2)[nH]n1
-2%	Cc1cncc(NCc2ccc3c(c2)OCO3)n1
?	Cc1cn2nc(C(=O)NCCC3=CCCCC3)cc2c(N2CCCC2)n1
17%	CC(NC(=O)c1ccc(S(=O)(=O)N(C)C)cc1)c1cc2ccccc2o1 (stereo not drawn)
-1%[176 µM]	CC[C@H]1CN(C(=O)C(C)(C)C)CC[C@H]1CC(=O)NCc1ccccc1
-9%	Cc1ccc(CNC(=O)COc2ccc3c(C)cc(=O)oc3c2)cc1
-6%[176 µM]	Cc1ccccc1CN1Cc2nc(-c3c(C)noc3C)ccc2OCC1=O
-20%	COCCn1c(CO)nnc1C1CC(NC(=O)c2cc(C)n3nc(C)cc3n2)C1 (stereo not drawn)
16%	CCCOc1cc(C)c(Cl)cc1S(=O)(=O)Nc1cccnc1
56%[activator]	CN(C)CCN(C)[C@@H]1[C@H](O)[C@H](CO)O[C@@H]1CNC1CCN(C)CC1
8%	CC(C)c1ncncc1C(=O)NCCNc1cnccn1
9%	COc1ccc2[nH]cc(CCNC(=O)CCC3CCN(C(=O)c4ccc(C)cc4)CC3)c2c1
?	Cn1c(=O)c2nc(SCC(=O)c3ccc(Cl)cc3)n(C)c2n(C)c1=O
-4%	CN(C)/C=C\C(=O)c1cccs1
-2%	O=C(NC[C@H]1O[C@@H]2C[C@@H](CC(=O)N3CCC(F)(F)C3)O[C@@H]2[C@@H]1O)Nc1ccc(F)cc1
1%	CCc1ccccc1NC(=O)CN1CCN(C(=O)c2cc(C3CC3)nn2-c2ccccc2)CC1
?	COCCN(CCOC)Cc1cc(=O)oc2cc(OC)ccc12
-17%	C=CCCC(CN1CCCOCC1)Oc1ncc(Cl)cn1 (stereo not drawn)
21%	O=C(NCc1ccncc1)C1CN(Cc2ccco2)CC12CCOCC2 (stereo not drawn)
3%	CC(Sc1n[nH]c(-c2cccs2)n1)C(=O)Nc1cccc(Cl)c1Cl (stereo not drawn)
-33%	CCOc1ccccc1C(C)N (stereo not drawn)
46%	Fc1cc(F)cc(Cc2nc3nccc(-c4cccnc4)n3n2)c1

New compounds follow.
ALOX12 inh	structure
8%	CC(=O)N1CCc2cc(C(=O)Nc3nc4ccccc4[nH]3)ccc21
6%	O=C(c1cccc(S(=O)(=O)N2CCOCC2)c1)N(Cc1ccco1)C1CCS(=O)(=O)C1 (stereo not drawn)
36%[activator]	Cc1nc([C@@H]2CN(C(=O)c3cccc(C#N)c3)C[C@H]2C(N)=O)n[nH]1
?	BrC(/C=N/N(c1ccccc1)c1ccccc1)=C/c1ccccc1
-28%	CSc1cccc(N2CC(C(=O)O)CC2=O)c1 (stereo not drawn)
11%	O=C1CC(Cc2ccccc2)CN1CC(=O)N1CCOC2(CCCC2)C1 (stereo not drawn)
?	Cc1cccc(C)c1NC(=O)NC(=O)c1ccc(Cl)cc1
?	COc1ccc(NC(C)=O)cc1NC(=O)/C=C/c1nc2ccccc2o1
3%	Cc1ccc(S(=O)(=O)N2CCCC(CCC(=O)NC3CCCCC3)C2)cc1 (stereo not drawn)
4%[6.33 µM]	O=[S+]1([O-])NCC2(CCN(Cc3ccc(Cl)cc3)C2)Oc2ccncc21 (stereo not drawn)
12%	CC(=O)N1CCC(C(=O)NC2CCN(c3cc(-c4ccccc4)[nH]n3)CC2)CC1
58%[activator][176 µM]	Cc1cc(C)c(CNC(=O)c2nc(-c3cccnc3)cc3[nH]ccc23)c(=O)[nH]1
-22%	CCC(CC)C(=O)N(C)c1c(C)nc2c(OCc3ccc(Cl)cc3Cl)cccn12
-19%	O=C(NC1CC1)c1ccccc1NS(=O)(=O)c1ccc(Cl)cc1C(F)(F)F
?	FC1(F)CN[C@H](c2nc(C3CC3)no2)C1
1%	O=C(NC1CCN(Cc2ccccc2)C1)c1cnn(-c2ncc3c(n2)-c2ccccc2CC3)c1C1CC1 (stereo not drawn)
-9%	O=C(/C(Cl)=C/Nc1ccccn1)C(F)(F)F
3%	CC(=O)Nc1nc2ccc(CCC(=O)NCc3ccc(Cl)cc3)cc2s1
1%	CCc1cccc(NC(=O)c2ccc3c(c2)N(C)C2CCCCCN2C3=O)c1 (stereo not drawn)
45µM*	Cc1occc1C(=O)N(C)CC1CCCN(CCc2ccc(Cl)cc2)C1 (stereo not drawn)
25%	CSc1cccc(NC(=O)Cn2c(N3CCC(C)CC3)nc(C)cc2=O)c1
41%	CC(C)c1cc(C(=O)NC2CCN(c3ncccc3C#N)CC2)n(C)n1
3%	CC(C)NC(=O)N1CCC(Oc2ccccc2-c2nc(-c3ccccc3)no2)C1 (stereo not drawn)
17%	CN(CC(=O)Nc1ccccc1Cl)C(=O)CSc1ncnc2scc(-c3ccccc3)c12
25%	COc1cccc(CN2CCC3(CC2)CC(O)CCO3)c1 (stereo not drawn)

(list continues)
ALOX12 inh	structure
?	COC(=O)c1ccc(COC(=O)COc2ccc(Cl)cc2C)cc1
-2%	N#C/C(=C/c1ccc(OC(F)F)cc1)C(=O)Nc1cc(C(F)(F)F)ccc1Cl
-8%	Nc1nc(Nc2ccc(F)cc2)nc(-c2cc3ccccc3o2)n1
-29%[176 µM]	CN(C)Cc1cc(C[C@@H]2C[C@H](N(C)C)C2(C)C)no1
5%	CSc1ccc(-c2noc(C3CCCN(S(=O)(=O)c4cccs4)C3)n2)cc1 (stereo not drawn)
36%[176 µM]	COC(=O)[C@H](Cc1ccc(OC)cc1)NC(=O)[C@@H]1CNCCN1C(C)=O
-4%	CC1(c2noc(C3CCOCC3)n2)CCN(Cc2ccc(Cl)cc2F)CC1
0%	Cc1ccc([C@H]2C[C@@H](O)[C@H](n3cc(C4CC4)nn3)CN2C(=O)c2cccs2)cc1
1%	CCc1cc(C(=O)N[C@H](c2ccc(OC)nc2)C2CC(O)C2)ccn1 (stereo partly drawn)
2%	Cc1ccc(CN2C[C@@H](CO)[C@H](c3nc(-c4ccncc4)no3)C2)cc1
16µM*	S=c1sc2c(s1)SC1c3ccccc3CC1S2 (stereo not drawn)
26%	O=C(N[C@H]1CCOC[C@H]1C1CCOCC1)c1ccc(-n2ccnc2)cc1
13%	CCN1CCN(C(=O)C2CCCN(C(=O)c3ccccc3)CCC(=O)NCC2)CC1 (stereo not drawn)
73%[activator]	O=C(c1ccccc1F)N1CCC2(CC1)Cc1ccccc1NC2=O
17%	O=C(CN1CC2CC(C1)[C@H]1CCCC(=O)N1C2)NCCCN1CCOCC1 (stereo partly drawn)
1%	O=C(Nc1ccc(I)cc1C(F)(F)F)c1ccc2ccccc2c1
-29%	Cc1c(C=O)c2ccccc2n1C
-23%	CC(C)(C)NC(=O)C(c1ccncc1)n1c(=O)c(-c2cc3ccccc3[nH]2)nc2ccccc21 (stereo not drawn)
-27%	CC(Sc1nnc(N2CCCCC2)n1-c1ccccc1)c1nnc(-c2cccs2)o1 (stereo not drawn)
6%	Cc1cnn(CC(=O)N2CC(F)(F)C[C@H]2c2nc(C3CC3)no2)c1
20%	O=C1CCCc2nccc(-c3ccccc3)c21
?	COc1ccccc1NC(=O)Cn1c(=O)n(-c2ccc(F)cc2)c(=O)c2c1cc(C)n2C
?	CCC(C)c1ccc(NC(=S)Nc2ccc(N(CC)CC)cc2)cc1 (stereo not drawn)
0%[6.33 µM]	O=C1NC(=NC2CCCC2)C2(CCCN(CC3CC3)C2)N1c1cc(F)cc(F)c1 (stereo not drawn)
71%[activator]	CN(Cc1ccc(OC(F)(F)F)cc1)Cc1ccccc1C(F)(F)F

(cont.)
ALOX12 inh	structure
4%	COc1ccc(-c2nc(C)nc3c2CCN(Cc2cccc4ccccc24)CC3)cc1
?	CN(C)c1ccc(C(=O)N[C@H]2C[C@H]3C(=O)NC[C@@H](CCC(=O)N4CCc5ccccc54)N3C2)cc1
?	CC(NC(=O)c1n[nH]c(=O)c2ccccc12)c1ccc(F)c(F)c1 (stereo not drawn)
?	Cc1ccc(-c2cc3c(=O)n(CCNC(=O)c4ccc5ccccc5n4)ccn3n2)cc1C
0%	C[C@@H]1CN([C@@H](C)CO)C(=O)CCCn2nncc2CO[C@H]1CN(C)C(=O)NC1CCCCC1
0%	CCc1nc2ccc(C(=O)N(C)Cc3ccco3)cn2c1N(CC)C(=O)NCCc1ccccc1
-4%	COc1cc(OC)cc(OCC(=O)NC2CCCCCC2)c1
-7%	NNC(=O)CCSCc1ccc(Cl)cc1
8%	COc1ccc(-c2nnc(SCc3cc(-c4cccs4)on3)o2)cc1
-23%	CCCOc1cccc(-c2cc(C(=O)NCCCN3CCOCC3)c3ccccc3n2)c1
-4%[176 µM]	c1cncc(Nc2cc3c(cn2)CN(Cc2ccc4[nH]ccc4c2)CCN3)c1
?	Cc1c(C(=O)N(CC#N)C2CC2)sc2ccccc12
0%	CC1=C(C(=O)N(C(C)C)C(C)C)CC(CC(=O)NC2CC2)C(=O)N1CCCN1CCCC1=O (stereo not drawn)
0%	C[C@H]1CN([C@@H](C)CO)C(=O)CCCn2nncc2CO[C@H]1CN(C)C(=O)c1ccc2ccn(C)c2c1

Looked up above.
Result of COc1cc(OC)cc(OCC(=O)NC2CCCCCC2)c1 under ALOX12 inh: -4%
Result of CC1=C(C(=O)N(C(C)C)C(C)C)CC(CC(=O)NC2CC2)C(=O)N1CCCN1CCCC1=O (stereo not drawn) under ALOX12 inh: 0%

A portion taken from the entries so far, as a working copy:
ALOX12 inh	structure
4%	COc1ccc(-c2nc(C)nc3c2CCN(Cc2cccc4ccccc24)CC3)cc1
?	CN(C)c1ccc(C(=O)N[C@H]2C[C@H]3C(=O)NC[C@@H](CCC(=O)N4CCc5ccccc54)N3C2)cc1
?	CC(NC(=O)c1n[nH]c(=O)c2ccccc12)c1ccc(F)c(F)c1 (stereo not drawn)
?	Cc1ccc(-c2cc3c(=O)n(CCNC(=O)c4ccc5ccccc5n4)ccn3n2)cc1C
0%	C[C@@H]1CN([C@@H](C)CO)C(=O)CCCn2nncc2CO[C@H]1CN(C)C(=O)NC1CCCCC1
0%	CCc1nc2ccc(C(=O)N(C)Cc3ccco3)cn2c1N(CC)C(=O)NCCc1ccccc1
-4%	COc1cc(OC)cc(OCC(=O)NC2CCCCCC2)c1
-7%	NNC(=O)CCSCc1ccc(Cl)cc1
8%	COc1ccc(-c2nnc(SCc3cc(-c4cccs4)on3)o2)cc1
-23%	CCCOc1cccc(-c2cc(C(=O)NCCCN3CCOCC3)c3ccccc3n2)c1
-4%[176 µM]	c1cncc(Nc2cc3c(cn2)CN(Cc2ccc4[nH]ccc4c2)CCN3)c1
?	Cc1c(C(=O)N(CC#N)C2CC2)sc2ccccc12
0%	CC1=C(C(=O)N(C(C)C)C(C)C)CC(CC(=O)NC2CC2)C(=O)N1CCCN1CCCC1=O (stereo not drawn)
0%	C[C@H]1CN([C@@H](C)CO)C(=O)CCCn2nncc2CO[C@H]1CN(C)C(=O)c1ccc2ccn(C)c2c1

Compound activity (PubChem)
